# KOR beta-arrestin-1 = kappa opioid receptor blockers – cell-based, luminescence, uHTS (AID 1778) | inhibition, % at 10 µM, or IC50 in µM where a hit was titrated | KOR beta-arrestin recruitment, luminescence, antagonist mode; higher % means a stronger effect | actives 0.091% (n = 290,000); in the data active = inhibition above about 50%; note: strong numbers were not always called active
# Salmonella PhoP GFP = inhibitors of PhoP regulon expression, primary screen, Salmonella Typhimurium, GFP reporter (AID 1863); S. Typhimurium PhoP-regulated promoter GFP reporter, 4 h; higher % means a stronger effect; one-dose inhibition, % at 50 µM; IC50 in µM for titrated hits; actives 0.16% (n = 300,000);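 active = inhibition over 29.93%, a cutoff 3 SD above the screen mean, later confirmed by dose response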;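 note: 0% = low Mg2+ inducing control and 100% = high Mg2+ repressing control; strong numbers were not always called active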
# KOR beta-arrestin-2 = kappa opioid receptor activators – cell-based, luminescence, uHTS, primary screen (AID 1777) | one-dose activation, % at 10 µM; EC50 in µM for titrated hits | actives 0.02% (n = 280,000) | KOR beta-arrestin recruitment, luminescence; higher % means a stronger effect; in the data active = activation above about 50%, passing the limit was not always enough; note: a part of the inactive calls stands beside numbers as strong as those of hits
# GPR35 antagonists = inhibition of zaprinast-stimulated GPR35 beta-arrestin translocation – imaging, U2OS, beta-arrestin-GFP, zaprinast agonist, primary screen (AID 2058); U2OS GPR35 beta-arrestin-GFP translocation imaging, zaprinast antagonism; higher % means a stronger effect; one-dose inhibition, % at 10 µM; IC50 in µM for titrated hits; actives 0.052% (n = 290,000);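 active = inhibition of at least 50% with at least 30 cells and total cytoplasm GFP at most 10,000,000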
# GPR55 beta-arrestin = GPR55 agonists via beta-arrestin recruitment, primary screen, imaging, U2OS cells, beta-arrestin-GFP redistribution (AID 1961). one-dose activation, % at 10 µM; EC50 in µM for titrated hits. actives 0.048% (n = 290,000). U2OS GPR55 beta-arrestin-GFP redistribution imaging; higher % means a stronger effect;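 active = activation above 40% with more than 50 cells counted in the well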;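 note: U2OS osteosarcoma cells stably expressing GPR55 and beta-arrestin-GFP; plate controls were DMSO negative control for no effect and LPI positive control for full effect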
# T cell HTS = T cell immune modulation candidate; calls only at 7 µM; actives 0.068% (n = 330,000); 2C CD8+ T cell-vesicle binding, flow cytometry; active compounds read low;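 active = response, share of CD8 T cells binding vesicles, and their 90th percentile fluorescence all below set limits, cut at about 80% in these data, passing the limit was not always enough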
#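 Material: murine 2C transgenic CD8+ T lymphocytes / Also added: QL9-peptide-loaded Drosophila micro-vesicles bearing Ld, ICAM-1 and B7-1 / Schedule: binding step 1.5 h, 37 °C, antibody labelling 20 min, ice / Signal: flow cytometry, PE anti-B7-1 (FL2) versus Alexa647 anti-CD8 (FL8), PFA-fixed / Evaluation: percent CD8+ FL2 mean versus row control / Benchmarks: naked versus QL9-loaded vesicles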
# GPR55 LPI antagonism = GPR55 antagonists blocking LPI-driven arrestin recruitment, primary screen, imaging, U2OS, beta-arrestin-GFP, LPI agonist (AID 2013); U2OS GPR55 beta-arrestin-GFP translocation imaging, LPI antagonism; higher % means a stronger effect; inhibition, % at 10 µM; hits with a dose series show IC50 in µM; actives 0.13% (n = 290,000);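 active = spots per cell inhibited over 60%, with over 100 cells counted and total cytoplasm intensity under 500,000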;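 note: U2OS cells stably carrying GPR55 and arrestin-GFP stimulated by 5 µM LPI near EC80; imaged beta-arrestin-GFP aggregate spots per cell after agonist stimulation; plate controls were LPI-stimulated DMSO wells for no effect and DMSO wells without LPI for full effect; some results filed as inactive read as strong as hits; confirmed hits need IC50 under 10 µM and bright autofluorescent wells are also inconclusive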
# NTR1 agonist = agonists of NTR1, primary screen, imaging, U2OS cells, beta-arrestin-GFP, high content (AID 493036); P30989; NTR1-U2OS beta-arrestin-GFP spot imaging, agonist mode; activation, % at 20 µM; actives 0.17% (n = 330,000);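 active = activation at or above 40% of the spot to cytoplasm intensity ratio, with at least 20 cells analyzed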;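 note: 0% = DMSO without peptide and 100% = 100 nM NTR1 peptide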
# Target sequence (P30989 whole entry, looked up): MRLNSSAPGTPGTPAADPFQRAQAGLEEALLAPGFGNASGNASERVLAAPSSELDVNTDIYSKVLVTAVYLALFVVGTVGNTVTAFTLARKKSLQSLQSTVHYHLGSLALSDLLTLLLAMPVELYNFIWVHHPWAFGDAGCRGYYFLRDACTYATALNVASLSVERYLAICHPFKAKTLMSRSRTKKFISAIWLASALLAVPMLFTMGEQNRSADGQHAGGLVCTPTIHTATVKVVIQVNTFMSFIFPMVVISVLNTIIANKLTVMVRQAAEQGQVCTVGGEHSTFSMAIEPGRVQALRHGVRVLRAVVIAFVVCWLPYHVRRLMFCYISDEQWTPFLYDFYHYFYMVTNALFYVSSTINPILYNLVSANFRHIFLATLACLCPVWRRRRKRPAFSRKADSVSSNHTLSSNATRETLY
# West Nile virus CPE = West Nile virus antiviral activity, cell-based, CPE readout (AID 1621); West Nile virus-infected cells, CPE inhibition; higher % means a stronger effect; CPE inhibition, % at 10 µM, or IC50 in µM where a hit was titrated; actives 0.02% (n = 290,000); in the data active = a potency from the dose series; note: strong numbers were not always called active
# T cell HTS vesicle-bound % = also measured in T cell HTS; calls as there; double positive events, %; measured here: CD8+ vesicle-bound cell fraction;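 binding gate set so that unloaded-vesicle control wells show 10% double positive cells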
# NTR1 agonist cell count 20 µM = further read-out of NTR1 agonist, marked with its call; cell count; measured here: cell count, cytotoxicity flag
# The depositor's hits bear a star; i = inactive; . = not tested or not shown; & = joins results of further samples; [ ] = dose if it differs, or a comment. Compounds as they come; overall some 0.62% were active at least once.
Structure	KOR beta-arrestin-1	Salmonella PhoP GFP	GPR55 LPI antagonism	T cell HTS vesicle-bound %	GPR35 antagonists	West Nile virus CPE	NTR1 agonist	T cell HTS	NTR1 agonist cell count 20 µM	GPR55 beta-arrestin	KOR beta-arrestin-2
O=C(/C=C/c1cccc(Br)c1)Nc1nn[nH]n1	5%	-10%	-7%	28	-8%	0.1%	0.7	i	47	0.6%	-2.2%
CC(=O)Nc1cccc(NC(=O)CSc2nccn2Cc2ccccc2)c1	-5%	-7%	3%	72	10%	-1.4%	4.7	i	52	0.0%	9.6%
COC(=O)C(C)n1cnc2c(nnn2-c2cccc(Cl)c2)c1=O (stereo unspecified)	26%	5%	-12%	29	-24%	1.1%	1.6	i	88	0.3%	-8.6%
C=CCn1c(SCC(=O)c2ccc(CNC(C)=O)o2)nc2scc(C3CC3)c2c1=O	19%	11%	3%	32	6%	-0.8%	0.3	i	101	-0.1%	-3.8%
COCC(=O)N1CCC(Oc2ccc(C(=O)NC(C)c3csc(C)n3)cc2)CC1 (stereo unspecified)	-21%	-1%	3%	8	-7%	0.2%	-1.1	i	64	-0.1%	-5.4%
COc1ccc(NC(=O)COc2ccc(-c3nn(C)c(=O)c4ccccc34)cc2)cc1	-14%	16%	8%	9	-1%	-1.1%	0.3	i	66	-0.1%	-3.1%
COc1ccccc1NC(=O)CCNC(=O)Cn1ccc2ccccc2c1=O	-14%	-3%	27%	32	-4%	-0.2%	-1.0	i	78	-0.2%	1.7%
COCCCNC(=O)CNC(=S)N(Cc1ccccc1)Cc1cccnc1	20%	-10%	-4%	30	3%	0.3%	0.3	i	80	0.1%	-3.0%

# Part of the list above, with values under each structure.
# Values in the order: KOR beta-arrestin-1 | Salmonella PhoP GFP | GPR55 LPI antagonism | T cell HTS vesicle-bound % | GPR35 antagonists | West Nile virus CPE | NTR1 agonist | T cell HTS | NTR1 agonist cell count 20 µM | GPR55 beta-arrestin | KOR beta-arrestin-2
> COC(=O)C(C)n1cnc2c(nnn2-c2cccc(Cl)c2)c1=O (stereo unspecified)
→ 26% | 5% | -12% | 29 | -24% | 1.1% | 1.6 | i | 88 | 0.3% | -8.6%
> C=CCn1c(SCC(=O)c2ccc(CNC(C)=O)o2)nc2scc(C3CC3)c2c1=O
→ 19% | 11% | 3% | 32 | 6% | -0.8% | 0.3 | i | 101 | -0.1% | -3.8%

# Further structures follow:
Structure	KOR beta-arrestin-1	Salmonella PhoP GFP	GPR55 LPI antagonism	T cell HTS vesicle-bound %	GPR35 antagonists	West Nile virus CPE	NTR1 agonist	T cell HTS	NTR1 agonist cell count 20 µM	GPR55 beta-arrestin	KOR beta-arrestin-2
Cc1ccc(C)c2nc(Cl)c(C#N)cc12	4%[20 µM]	1%	-5%	53	-2%	-0.1%	0.2	i	43	-0.3%	.
COc1c2c(nc3occc13)C(CC=C(C)C)(OC)C(O)CC2 (stereo unspecified)	6%	-5%	7%	28	-9%	-0.1%	-0.7	i	85	0.1%	-7.0%
O=C1c2ccccc2S(=O)(=O)c2cc(C(=O)N3CCN(c4ccc(Cl)cn4)CC3)ccc21	.	-6%	.	40	.	-0.1%	-4.1	i	105	.	.
CCC(=O)Nc1ccc(C(=O)CSc2nnc(CNc3ccc(Cl)cc3)o2)cc1OC	17%	-11%	-2%	18	-6%	-1.4%	2.4	i	65	-0.2%	-5.1%
NC(=O)CSc1nnc(-c2cccc(S(=O)(=O)N3CCCCC3)c2)o1	1%	-7%	8%	41	0%	0.5%	1.3	i	53	0.4%	5.4%
C[N+](C)(C)CCOP(=O)(O)OP(=O)([O-])OC[C@H]1O[C@@H](n2ccc(N)nc2=O)[C@H](O)[C@@H]1O	-1%	0%	2%	12	3%	-0.1%	-0.2	i	59	-0.1%	-1.3%
N#Cc1ccsc1NC(=O)CN1CCN(S(=O)(=O)c2ccccc2C(F)(F)F)CC1	11%	-5%	24%	42	-3%	-0.9%	6.2	i	50	-0.4%	-2.3%
COc1ccc(-c2cc(=O)oc3cc(OCC(=O)N(C)C)ccc23)cc1	30%	4%	6%	26	24%	0.5%	0.7	i	49	-0.2%	-4.0%
COc1ccc(-c2cnc(N)nc2-c2ccc(OC)cc2)cc1	11%	22%	-6%	44	5%	0.4%	1.1	i	75	-0.2%	-1.6%
Cc1nnc(SCC(=O)Nc2ccc(Oc3ccccc3)cc2)n1N	8%	0%	5%	28	-14%	0.0%	-3.1	i	9	-0.1%	-1.3%
Cc1nc(C)c(C(=O)NNC(=O)Nc2ccc(Cl)cc2)s1	20%	-1%	-10%	33	-6%	0.1%	0.9	i	59	-0.3%	0.3%
COc1cc(C(=O)OCC(=O)N2CC(C)OC(C)C2)cc(OC)c1OC (stereo unspecified)	-30%	-10%	-11%	54	-14%	-0.3%	1.6	i	40	-0.1%	4.3%
CCc1nonc1NC(=O)c1oc2ccccc2c1C	-21%	14%	10%	41	4%	0.1%	-0.2	i	75	-0.2%	-4.4%
CC(=O)OC(C)C(=O)NS(=O)(=O)c1ccc(C)cc1 (stereo unspecified)	5%	-4%	14%	59	-1%	1.8%	0.4	i	71	-0.2%	-4.5%
CN(C)c1ccc(C=NC(CO)C(O)c2ccc([N+](=O)[O-])cc2)cc1 (stereo unspecified)	23%	-2%	-10%	47	10%	0.1%	-0.1	i	48	-0.3%	2.3%
COc1ccc(Cc2nnc(NCCO)[nH]c2=O)cc1	-38%	-6%	4%	20	11%	0.1%	-0.5	i	55	0.3%	1.1%
CC(C)(C)N=C1NN=C(c2ccc(Cl)cc2)CS1	1%	-3%	6%	33	-27%	-0.5%	1.5	i	58	0.6%	0.9%
COc1ccc(C(=O)Nc2cccnc2)cc1OC	-5%	2%	8%	23	-8%	0.3%	0.2	i	44	-0.2%	-3.2%
Cc1ccc(CNC(=O)CN2CCN(c3ccc(F)cc3)CC2)cc1	-1%	-3%	8%	57	-8%	-0.5%	0.6	i	57	-0.2%	-0.4%
CCC(C)NC(=O)CSc1n[nH]c(=O)n1CCc1ccccc1 (stereo unspecified)	-14%	2%	28%	6	-8%	0.0%	-1.0	i	51	-0.1%	-4.9%
Cc1ccc(NC(=O)CCc2c(C)nn(-c3ccc(N4CCCCC4)nn3)c2C)cc1	-2%	5%	-6%	10	3%	0.3%	0.1	i	59	0.1%	-4.7%
Cc1ccc(C)c(NC(=O)C2CC(=O)N(C3CCCCC3)C2)c1 (stereo unspecified)	-5%	0%	3%	22	3%	-0.1%	-1.3	i	43	0.3%	-4.3%
CN(Cc1ccccc1)c1nnc(N)s1	0%	-6%	1%	34	-13%	.	-3.4	i	48	-0.2%	-1.3%
CN(C)/N=C/C=C1\CC/C(=C\c2ccc(Br)cc2)C1=O	-48%	1%	-15%	40	-8%	.	-0.7	i	84	0.3%	0.9%
Cc1c(C(=O)NCc2nnc(-c3ccccc3)o2)oc2c(F)cccc12	3%	-1%	3%	13	8%	-1.2%	1.0	i	56	-0.1%	4.9%
C/C(=N\NC(=O)Cc1ccccc1)c1ccc(Br)s1	-4%	-1%	-7%	31	5%	-0.7%	5.9	i	55	-0.2%	-1.5%
Cc1ccsc1/C=C1/CN(C)Cc2c1nc1ccccc1c2C(=O)O	2%	-14%	-6%	33	-11%	0.4%	-0.7	i	68	0.6%	17%
CN(C)S(=O)(=O)c1cccc(-c2cn3cccnc3n2)c1	-52%[20 µM]	-8%	-10%	56	-1%	-0.2%	0.2	i	42	-0.1%	-3.3%
Cc1cccc(OCCCC(=O)Nc2ccc(S(=O)(=O)Nc3nccs3)cc2)c1C	-15%	3%	-9%	56	13%	-0.1%	1.2	i	56	-0.1%	-0.9%
C=CCN1C(=O)C(Cc2cccc(Cl)c2)S/C1=N/N=C/c1ccco1 (stereo unspecified)	4%	-3%	4%	33	2%	-0.6%	11	i	69	-0.3%	-2.0%
CCN=C1SC(C(N)=O)CC(=O)N1CC (stereo unspecified)	30%	0%	-3%	17	-12%	0.5%	-0.6	i	77	-0.3%	4.8%
O=C(C1CCCO1)N1CCN(C(=S)Nc2cccc(F)c2)CC1 (stereo unspecified)	-26%	-5%	15%	5	4%	0.6%	1.1	i	58	0.0%	-1.2%
O=c1[nH]c(-c2ccccc2)c(-c2ccccc2)nc1[N+](=O)[O-]	-14%	-1%	-2%	24	-6%	-0.5%	-0.6	i	84	0.0%	7.7%
CCn1cc(NC(=O)Nc2ccc(OC)c(OC)c2)c(C(N)=O)n1	15%	3%	2%	48	9%	0.2%	-1.7	i	84	-0.1%	-0.5%
CN1CCc2cccc3c2[C@H]1Cc1ccc(O)c(O)c1-3	-15%	0%&3%	2%	18&24&22	-12%	0.5%	-1.9&1.7&1.8	i	54&54&36	0.1%	-3.4%
CCn1c(CSc2ncn[nH]2)nc2cc(C(=O)O)ccc21	-32%	-6%	-13%	16	23%	0.4%	2.0	i	43	-0.1%	3.2%
COc1cccc(NC(=O)c2c(C)cc(C)cc2CC(C)(C)C(=O)O)c1	33%	-6%	-7%	48	-6%	1.1%	0.8	i	55	-0.2%	-3.3%
CSc1nsc(SCC(=O)Nc2ccccc2F)n1	-6%	7%	1%	7	16%	-0.4%	-0.8	i	45	0.0%	-3.9%
Cc1cc(C)c(C)c(OCCCn2ccnc2)c1	-34%	16%	1%	33	-2%	-0.4%	2.4	i	40	-0.2%	3.8%
O=C(Nc1ccc(N2CCOCC2)cc1)C1CC1	-23%	-3%	-15%	46	10%	0.4%	-1.7	i	98	0.3%	-3.3%
O=C(OCc1ccc(Br)cc1)c1ccncc1	-10%[20 µM]	4%	7%	58	9%	-0.2%	0.4	i	106	-0.1%	.
COc1ccc2[nH]c3c(c2c1)CC(C)NC3=O (stereo unspecified)	-22%	-2%	0%	43	-5%	-0.2%	-0.3	i	48	-0.2%	2.0%
CSCC(=O)N1CCCC(CNC(=O)c2ccccc2Cl)C1 (stereo unspecified)	-33%[20 µM]	-8%	-5%	54	-6%	1.4%	2.4	i	46	-0.1%	.
CC(C)c1ccc(OCC(=O)NC2CCCC2)cc1	9%	1%	12%	13	9%	0.8%	0.6	i	61	0.0%	-2.3%
C=CCc1ccc(OCCCCCN2CCOCC2)c(OC)c1	18%	-3%	13%	48	-5%	-0.5%	0.9	i	48	-0.2%	-1.8%
CCNC(=S)N/N=C/c1ccc(C#N)cc1	1%	-5%	7%	50	15%	0.2%	2.9	i	26	0.0%	-4.6%
COc1ccc(CNC(=O)[C@H](Cc2ccccc2)NC(=O)C2CCNCC2)cc1	-1%	-1%	10%	46	2%	-0.7%	-0.6	i	58	-0.2%	3.5%

# Screens: PubChem BioAssay, several laboratories
